Autophagy HCS – alters autophagy in cells; calls only at 10 µM (by protocol); MEF GFP-LC3 puncta imaging; test concentration mostly 10 µM; 0.98% of 190,000 active;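 active = percentage of spot-positive cells more than 3 SD above its plate mean, without a fluorescence outlier flag or 80% toxicity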;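 also: spot-positive cell cutoff set from DMSO-treated cells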
human PMI inhibition – MPI enzyme activity inhibition – biochemical, fluorescence intensity, coupled assay, primary screen (AID 1209); purified PMI enzyme, coupled fluorescence intensity; higher % means a stronger effect; inhibition, % at 20 µM; hits with a dose series show IC50 in µM; 0.42% of 190,000 active;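 also: plate controls were DMSO vehicle for no effect and wells lacking substrate for full effect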
T cell HTS – T cell immune modulation candidate; calls only at 7 µM; 0.068% of 330,000 active; 2C CD8+ T cell-vesicle binding, flow cytometry; active compounds read low; AID 2052;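 active = response, share of CD8 T cells binding vesicles, and their 90th percentile fluorescence all below set limits, cut at about 80% in these data, passing the limit was not always enough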
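Benchmarks: naked versus QL9-loaded vesicles / Assay system: purified 2C TCR transgenic mouse naive CD8+ T cells / Technique: high-throughput flow cytometry with anti-B7-1 and anti-CD8 staining / Timing: Cell–vesicle co-incubation 1.5 h at 37 °C, staining 20 min on ice / Read-out: percent CD8+ FL2 mean versus row control / Probe or stimulus: QL9-loaded Drosophila micro-vesicles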
TNAP activators – stimulation of alkaline phosphatase TNAP activity – biochemical, luminescent, no phosphate acceptor, uHTS, primary screen (AID 1001) | purified TNAP, luminescent activation assay, no phosphate acceptor; higher activation fold means a stronger effect | activation fold at 20 µM; hits with a dose series show EC50 in µM | 0.03% of 200,000 active; in the data active = activation fold from about 3, or a potency from the dose series; inactive = the rest, 99 in 100 with activation fold below about 1.6; also: many of its hits are not listed in these tables
MT stabilize HCS – microtubule stabilization, imaging screen | HeLa tubulin immunostaining HCS, 24 h; share of cells brighter than vehicle mean+2SD | % tubulin-high responders, % at 10 µM | 0.83% of 200,000 active | AID 2205;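 active = plate Z-score above 3 for both tubulin-high and condensed-nucleus cell shares, with cell loss under 80%, at 10 µM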;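 also: anti alpha tubulin signal scored within the nucleus-defined area of each cell; some results filed as inactive read as strong as hits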
Lipid droplet – modulators of hepatic lipid droplet formation; 0.4% of 240,000 active; inhibition, % at 6.5 µM; AML12 mouse hepatocytes, oleate lipid droplets, BODIPY imaging; AID 1656;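 active = lipid droplet intensity inhibited by at least 50%, with more than 500 cells counted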
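Material: mouse AML12 hepatocyte cell line, fixed after treatment; Timing: compound with oleate, overnight; Technique: high-content imaging of BODIPY-stained droplets and DAPI nuclei; Probe or stimulus: oleate, 100 µM final; Dosing: compound at 6.5 µM only.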
bCat nuc transl – alters nuclear translocation of beta-catenin in HeLa cells; immunofluorescence imaging; nuclear translocation activity, % at 5 µM; 0.3% of 190,000 active;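 active = nuclear translocation activity above 50% at 5 µM, with a well cell count of 50 or more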;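 also: per-cell ratio of nuclear to cytoplasmic median beta-catenin stain intensity; plate controls were DMSO negative control for no effect and GSK-3 inhibitor IX positive control for full effect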
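Test system: human HeLa cell line; Doses: 5 µM primary, 0.02–20 µM confirmation; Incubation: 24 h compound exposure, 37°C; Detection: beta-catenin immunofluorescence imaging with DAPI; Read-out: beta-catenin nuclear/cytoplasmic ratio, % activation.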
PMI inhibition – human PMI inhibitors, high substrate, primary screen, biochemical, fluorescence intensity, high mannose 6-phosphate (AID 1220) | recombinant PMI enzyme, coupled fluorescence intensity; higher % means a stronger effect | inhibition, % at 20 µM; hits with a dose series show IC50 in µM | 0.66% of 190,000 active
Ins promoter up – MIN6 insulin promoter up-regulation; MIN6 insulin promoter-GFP reporter, high-content imaging; active compounds read high; z-score at 5 µM; 0.3% of 190,000 active;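 active = z-score above 3 at 5 µM with at least 500 cells counted in the well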
Ins promoter up cell count – recorded beside Ins promoter up, whose call it bears; cell count; measured here: cytotoxicity, nuclei count;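 total cells summed across four imaged fields per well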
Lipid droplet cells 6.5 µM – recorded beside Lipid droplet, whose call it bears; cell count; measured here: cell count, cytotoxicity flag;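 cells counted across two imaged fields per well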
bCat nuc transl cell count 5 µM – recorded beside bCat nuc transl, whose call it bears; cell count; measured here: cell count, cytotoxicity flag
T cell HTS vesicle-bound % – recorded beside T cell HTS, whose call it bears; double positive events, %; measured here: CD8+ vesicle-bound cell fraction;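 binding gate set so that unloaded-vesicle control wells show 10% double positive cells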
MT stabilize HCS Hoechst-high % – also measured in MT stabilize HCS; calls as there; % Hoechst-high responders; measured here: nuclear condensation Hoechst responders;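 share of cells brighter than vehicle mean plus two SD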
MT stabilize HCS cytotoxicity % – recorded beside MT stabilize HCS, whose call it bears; toxicity, %; measured here: cytotoxicity by cell density;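 0% = mean cell density of plate MIN control wells and 100% = no cells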
Autophagy HCS cell loss 18 h – further read-out of Autophagy HCS, marked with its call; toxicity, %; measured here: cell loss, nuclei count;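 cell loss after 18 h compound exposure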
An asterisk follows results filed as active; i = inactive; / = no result given; + = active, no number. Rule as the data show it, unless noted: active = inhibition above about 50%; inactive = the rest.

Under each structure – Autophagy HCS	Autophagy HCS cell loss 18 h	human PMI inhibition	T cell HTS	T cell HTS vesicle-bound %	TNAP activators	MT stabilize HCS	MT stabilize HCS Hoechst-high %	MT stabilize HCS cytotoxicity %	Lipid droplet	Lipid droplet cells 6.5 µM	bCat nuc transl	bCat nuc transl cell count 5 µM	PMI inhibition	Ins promoter up	Ins promoter up cell count
- O=C(C1CCCO1)N1CCC(c2nc3ccccc3[nH]2)CC1 (stereo not given)
  i	4	9%	i	27	1.1	1.6	1.0	10	9	772	-5.2	1188	0%	-0.29	916
- Cc1ccc(C(=O)N/C(=C\c2sccc2C)C(=O)NCc2ccco2)cc1
  i	0	11%	i	19	1.1	1.7	2.5	13	/	/	0.4	1279	4%	0.56	1544
- CCCCC(=O)N1C/C=C\C(c2ccc(OC)cc2)N(Cc2ccc(F)cc2)C(=O)C1 (stereo not given)
  /	/	/	i	36	/	/	/	/	-18	711	-1.4	1309	/	-0.66	1085
- CCCc1nc2c(sc3nc4c(cc32)COC(C)(C)C4)c(=O)n1CCN(CC)CC
  i	18	-9%	i	29	0.9	2.9	2.2	3.4	9	724	0.1	1092	-1%	/	/
- CN(C)C(CNC(=O)c1ccc(NC(=O)CC#N)cc1)c1ccccc1 (stereo not given)
  i	9	-2%	i	22	1.2	1.9	1.8	2.3	3	697	-2.8	1088	-1%	-0.04	1318
- O=S(=O)(Nc1ccc(-n2cccc2)cc1)c1ccccc1
  i	0	16%	i	33	1.1	1.8	1.8	7.9	24	653	-0.6	1132	23%	0.68	1969
- N#CCCCn1c(=O)oc2ccccc21
  i	1	-1%	i	61	1.1	2.8	1.8	4.4	-2	683	0.5	1522	-4%	-0.28	1447
- COc1ccc(/C=C/C(=O)Oc2ccc(C)c(C)c2)cc1OC
  i	24	-14%	i	59	1.1	3.1	2.2	7.7	25	729	-1.0	1143	-6%	-0.48	1098
- Cc1c(C(=O)C(=O)N2c3ccc(F)cc3CCC2C)c2ccccc2n1C (stereo not given)
  i	28	16%	i	29	1.1	5.6	66	26	-60	409	68*	384*	12%	0.1	703
- COc1cc(N2CCCC2)ccc1[N+](=O)[O-]
  i	-2	-4%	i	16	0.8	4.0	3.9	5.6	-5	732	/	/	19%	0.06	1188
- Cc1ccccc1Cn1c(=N)n(CC(=O)c2ccc([N+](=O)[O-])cc2)c2ccccc21
  i	4	-13%	i	39	1	2.4	2.7	0.1	0	590	-2.4	481	-14%	-0.52	1467
- COc1cc(/C=C/C(=O)OCC(=O)Nc2ccc(S(=O)(=O)N3CCCC3)cc2)ccc1O
  i	-1	9%	i	47	1.1	4.1	3.4	14	9	652	-2.6	587	27%	0.01	1241
- COc1ccc(C(=O)Nc2nccs2)cc1[N+](=O)[O-]
  i	35	7%	i	58	1.1	3.3	2.3	6.9	-1	706	/	/	-4%	-0.3	1232
- CCc1nc2c(C#N)c(-c3ccc(Cl)cc3)ccn2n1
  i	33	10%	i	10	1.1	2.1	1.2	9.7	18	838	9.5	877	7%	/	/
- O=C(NC(=S)Nc1ccc(Cc2ccncc2)cc1)c1ccccc1
  i	0	18%	i	36	0.9	3.5	2.8	3.3	0	642	2.8	1020	8%	0	2211
- CC(NC(=O)c1ccc(N2CCCC2=O)cc1)c1ccccc1 (stereo not given)
  i	0	-9%	/	/	1	1.6	1.1	7.0	/	/	-0.5	1355	-2%	0.15	1517
- COc1ccc(N2CC(C(=O)Nc3ccc(N4CCOCC4)cc3)CC2=O)cc1 (stereo not given)
  i	0	-15%	i	36	1.1	1.6	1.9	7.8	-2	804	/	/	-6%	0.25	856
- COc1cccc(-n2nnc3c(=O)n(CC(=O)N4CCCCC4)cnc32)c1
  i	-10	2%	i	4	1.2	4.0	2.3	11	/	/	-4.5	932	3%	-1	1344
- CC1(C)CC(=O)C(C2c3ccccc3Oc3ccccc32)C(=O)C1
  i	2	18%	i	56	1.1	3.6	3.2	11	1	648	-1.1	962	53%*	/	/
- Cc1sc(NC(=O)C2C3CCC(C3)C2C(=O)O)c(C(N)=O)c1-c1ccc(C(C)(C)C)cc1 (stereo not given)
  i	-9	-7%	i	46	1.1	4.2	1.2	5.9	-14	686	/	/	-9%	-0.92	1486

Three structures already listed, sorted by length of the SMILES, highest first.
Under each structure – Autophagy HCS	Autophagy HCS cell loss 18 h	human PMI inhibition	T cell HTS	T cell HTS vesicle-bound %	TNAP activators	MT stabilize HCS	MT stabilize HCS Hoechst-high %	MT stabilize HCS cytotoxicity %	Lipid droplet	Lipid droplet cells 6.5 µM	bCat nuc transl	bCat nuc transl cell count 5 µM	PMI inhibition	Ins promoter up	Ins promoter up cell count
- Cc1ccccc1Cn1c(=N)n(CC(=O)c2ccc([N+](=O)[O-])cc2)c2ccccc21
  i	4	-13%	i	39	1	2.4	2.7	0.1	0	590	-2.4	481	-14%	-0.52	1467
- COc1cccc(-n2nnc3c(=O)n(CC(=O)N4CCCCC4)cnc32)c1
  i	-10	2%	i	4	1.2	4.0	2.3	11	/	/	-4.5	932	3%	-1	1344
- COc1ccc(C(=O)Nc2nccs2)cc1[N+](=O)[O-]
  i	35	7%	i	58	1.1	3.3	2.3	6.9	-1	706	/	/	-4%	-0.3	1232

Next compounds
Under each structure – Autophagy HCS	Autophagy HCS cell loss 18 h	human PMI inhibition	T cell HTS	T cell HTS vesicle-bound %	TNAP activators	MT stabilize HCS	MT stabilize HCS Hoechst-high %	MT stabilize HCS cytotoxicity %	Lipid droplet	Lipid droplet cells 6.5 µM	bCat nuc transl	bCat nuc transl cell count 5 µM	PMI inhibition	Ins promoter up	Ins promoter up cell count
- CCN1CCCC(NC(=O)c2scc3c2CCCC3)C1 (stereo not given)
  i	2	1%	i	29	1.1	5.0	3.4	2.1	/	/	-0.2	1084	7%	0.69	997
- C#CCNC(=O)C1=C[C@@H](C2CCCCC2)[C@H](CCCO)[C@@H](OCC)O1
  i	22	12%	i	40	1	1.7	1.1	5.3	-5	698	-1.5	1159	6%	-0.21	1500
- Cc1cccc(NC(=O)CCN2CCN(C/C=C/c3ccccc3)CC2)c1
  i	5	-5%	i	29	1	2.6	3.0	9.5	-22	731	/	/	-9%	-0.37	1060
- CC(=O)c1c(C)[nH]c(C(=O)CSc2ncnc3sc(-c4ccccc4)cc23)c1C
  i	-1	9%	i	26	1.3	8.9	1.6	7.3	-15	567	5.5	1149	2%	-0.51	1063
- CCOc1ccc(NC(=O)CN(c2ccc([N+](=O)[O-])cc2)S(=O)(=O)c2ccccc2)cc1
  i	-6	22%	i	70	1.1	14*	42*	34*	-42	657	-0.3	927	12%	0.13	1407
- COc1ccc(CCNC(=O)CSc2c[nH]c3ccccc23)cc1OC
  i	3	0%	i	34	1.2	2.2	2.1	5.9	-4	736	-0.5	1096	-4%	1.2	1229
- COc1ccc(C(=O)NC(C)c2nnc(SCC(=O)Nc3nc4ccccc4s3)n2C)cc1 (stereo not given)
  i	1	9%	i	7	1.1	4.8	2.6	7.2	-5	809	5.7	1135	5%	-0.37	1308
- CCOC(=O)CNC(=O)CSc1nnc(Cn2cnc3ccccc32)n1C
  i	-1	5%	i	34	1.1	2.2	1.2	5.3	4	754	-3.8	1206	-1%	-0.15	1202
- CC(C)C(c1nnnn1Cc1ccc(F)cc1)N1CCSCC1 (stereo not given)
  i	-3	-2%	i	4	1.1	3.4	1.7	6.0	-4	732	-1.5	1226	5%	/	/
- CCCN(CC1CC1)C(=S)NC(=O)c1ccc(S(=O)(=O)N2CCOCC2)cc1
  i	9	10%	i	28	1.2	6.6	1.4	5.1	-11	701	-4.0	1096	1%	-0.8	1101
- CCCSc1nc(-c2ccccc2)cc(C(F)(F)F)c1C#N
  i	-6	0%	i	40	1	1.2	0.8	7.5	/	/	-0.3	1412	1%	-0.63	1481
- COc1ccc(NC(=O)CSc2nc(N)c(C#N)cc2C#N)cc1
  i	-3	-6%	i	6	1	3.1	2.0	7.9	-10	747	-2.4	1138	-11%	/	/
- CCc1cc[n+](C2=C([O-])c3ccccc3C(=O)/C2=N\S(=O)(=O)c2cccs2)cc1
  i	22	-8%	i	47	1	4.9	2.0	4.6	6	647	-0.2	958	44%	-0.94	830
- COc1ccc(N=Cc2c(O)cc(C)oc2=O)cc1
  i	11	-10%	i	29	0.9	2.6	1.9	6.1	4	692	-1.1	993	7%	0.54	1577
- Cc1ccc2cc3c(N)c(C(=O)Nc4c(C)[nH]c(=O)[nH]c4=O)sc3nc2c1
  +	0.9*	3%	i	42	1	4.3	0.9	7.4	9	602	0.6	1000	-14%	/	/
- O=C(Cc1ccccc1)NC(NNc1ccccc1)(C(F)(F)F)C(F)(F)F
  i	-4	-68%	i	54	1	4.4	1.8	7.4	-35	741	-1.5	1162	-150%	/	/
- O=C(c1cccc([N+](=O)[O-])c1)N1CCN(c2n[nH]c(=O)[nH]c2=O)CC1
  /	/	/	i	20	/	/	/	/	-23	717	0.8	1327	/	-0.43	1057
- COc1cccc(CNC(=S)Nc2cc(C)ccc2C)c1
  i	-21	4%	i	59	1.1	2.3	1.4	12	-2	689	-0.4	887	10%	0.31	1561
- OCc1nnc2c3ccccc3c(-c3ccccc3)nn12
  i	8	13%	i	32	1	2.1	1.4	6.8	-2	783	-4.2	1201	9%	-0.14	891
- O=C(NC1CCCCC1)C1CC(=O)N(c2cccc([N+](=O)[O-])c2)C1 (stereo not given)
  i	-1	-8%	i	33	1	3.5	1.5	4.2	-2	702	-1.3	1037	1%	-0.18	1207
- COc1ccc(NC(=S)NCCc2ccc(S(N)(=O)=O)cc2)c(OC)c1
  i	-1	-1%	i	34	1	3.3	3.1	7.7	-13	701	-1.6	1063	-1%	-0.43	1177
- Cc1ccc(-c2nc3ncccc3o2)cc1NC(=S)NC(=O)c1ccco1
  i	-4	15%	i	59	0.9	3.4	3.5	6.6	2	627	3.6	867	40%	0.54	1578
- CCOc1ccc(C(C(=O)NC2CCCCC2)N(C(=O)c2ccco2)c2ccc(-n3cnnn3)c(C)c2)cc1 (stereo not given)
  i	1	6%	i	35	1.1	4.2	2.1	4.4	-7	691	-4.2	1254	5%	/	/

Screening results from PubChem.
